AddAB inh: less growth of phage-infected E. coli with AddAB. E. coli expressing H. pylori AddAB, absorbance growth. inhibition, % at 11.9 µM. AID 435030. hit rate 0.29% among 330,000; in the data active = inhibition above about 12%;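 also: 0% = vehicle wells of infected cells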
PKA-R1A act: activates the PKA-R1A holoenzyme complex. PKA-R1A dissociation, Cy5-IP20 fluorescence polarization; scaled: DMSO 0%, 113 µM cGMP 100%. activation, % at 11.4 µM. hit rate 0.083% among 340,000;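 active = percent activation above the mean of all tested compounds plus 3 SD, cut at about 19% in these data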;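 also: higher means more PKAc released from R1A so a rise in polarization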
phage Ecoli inh: E. coli growth loss with phage present; hit rate 0.26% among 360,000; AID 651602; inhibition, % at 11.9 µM; growth absorbance; in the data active = inhibition above about 11%
MOR-DOR inv ag: inverse agonist of human OPRM1-OPRD1 heterodimerization. P35372+P41143. cell-based MOR-DOR heterodimer luminescence, inverse agonism. inhibition, % at 9.3 µM. hit rate 0.21% among 340,000; in the data active = inhibition above about 22%, passing the limit was not always enough;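 also: 0% = cells with DMSO and 100% = wells without cells with DMSO; values of inactives mirror those of a sister screen read the other way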
Target sequence (P35372 whole entry, looked up): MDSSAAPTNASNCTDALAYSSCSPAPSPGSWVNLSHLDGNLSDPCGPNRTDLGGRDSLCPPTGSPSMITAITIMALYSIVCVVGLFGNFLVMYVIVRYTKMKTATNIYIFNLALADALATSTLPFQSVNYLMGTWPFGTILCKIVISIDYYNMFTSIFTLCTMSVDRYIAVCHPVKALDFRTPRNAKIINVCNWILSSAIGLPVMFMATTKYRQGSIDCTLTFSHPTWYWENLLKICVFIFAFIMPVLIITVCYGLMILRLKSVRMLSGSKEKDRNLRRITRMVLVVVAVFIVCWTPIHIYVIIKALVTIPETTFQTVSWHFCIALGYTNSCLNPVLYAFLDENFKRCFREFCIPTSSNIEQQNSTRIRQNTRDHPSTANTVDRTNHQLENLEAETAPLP
Target sequence (P41143 whole entry, looked up): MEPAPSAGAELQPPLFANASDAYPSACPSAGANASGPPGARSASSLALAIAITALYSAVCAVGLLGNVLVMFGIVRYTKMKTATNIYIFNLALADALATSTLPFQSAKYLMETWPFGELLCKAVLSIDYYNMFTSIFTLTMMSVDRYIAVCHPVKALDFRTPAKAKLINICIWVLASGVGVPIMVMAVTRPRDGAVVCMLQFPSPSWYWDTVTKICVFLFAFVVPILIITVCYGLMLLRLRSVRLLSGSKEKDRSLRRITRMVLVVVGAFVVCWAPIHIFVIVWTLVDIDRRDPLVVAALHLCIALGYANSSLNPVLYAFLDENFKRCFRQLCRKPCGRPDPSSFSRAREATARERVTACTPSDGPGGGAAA
PfHsp90 set2: reduces growth (ATP signal) of yeast expressing P. falciparum Hsp90. hit rate 0.32% among 310,000. AID 504621. inhibition, % at 9.4 µM. S. cerevisiae expressing PfHsp90, BacTiter-Glo ATP, 48 h; yeast lacking PDR1 and PDR3 efflux regulators;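 active = every replicate shows inhibition above about 80%, whatever the replicate mean, limit read from the data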;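 also: 0% = DMSO neutral controls and 100% = 20 µM radicicol positive controls; yeast relying on Plasmodium falciparum Hsp90 in place of its own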
Arr AP2 block: blocks beta-arrestin peptide binding to AP2 adaptin | FITC-arrestin peptide / GST-AP2 beads, flow cytometry; AP2 beta2 appendage carries R879A mutation | inhibition, % at 10 µM | hit rate 0.31% among 340,000;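 active = inhibition above a set limit, near 3 SD of compounds lacking own fluorescence, cut at about 54% in these data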;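 also: plate controls were DMSO wells for no effect and 5 µM unlabelled arrestin peptide for full effect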
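Measured by: flow cytometry, FL1 (488/535 nm); Material: AP2 appendage R879A on GSH beads; Evaluation: percent response; Timing: pre-incubation 12 min, peptide binding 1 h, room temperature; Also added: 50 nM FITC-arrestin peptide; Medium: PBS with 0.05% Tween 20 and 0.1% BSA.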
Tat transport: inhibitors of E. coli Tat protein transport | E. coli MC4100 TorA-mCherry Tat export, fluorescence | inhibition, % at 10 µM | hit rate 0.036% among 340,000 | AID 488895;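 active = mean replicate inhibition at least 50% and at least half of replicates individually reaching 50%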;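 also: exported cargo escapes ClpAP degradation while cytoplasmic cargo is degraded and loses fluorescence; 0% = median of neutral control wells and 100% = median of NaSCN control wells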
SUMO Mot1 rescue: blocks SUMOylation pathway, rescuing yeast Mot1-301 growth; S. cerevisiae Mot1-301 growth rescue, ATP luminescence, 38.5C; percent above DMSO median, 100 means doubled; growth rescue, % at 18.8 µM; hit rate 1% among 320,000; AID 2716;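 active = every valid replicate shows activation above 250% relative to neutral control wells; inactive = the rest, any valid replicate at or below 250%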;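 also: OY570 slx delta 5 strain wells were the positive control but not used for scaling; some compounds called inactive have numbers as strong as hits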
E coli growth: bacterial growth inhibition, counter-screen for AddAB inhibitors. inhibition, % at 11.9 µM. E. coli V3065 growth, OD600 absorbance, 18 h. AID 449728. hit rate 0.27% among 330,000;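 active = inhibition above the campaign's mean inhibition across all tested compounds plus 3 SD, cut at about 9.9% in these data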;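 also: uninfected addAB+ strain grown without phage in ampicillin broth; 0% = DMSO wells and 100% = ciprofloxacin 0.95 µg/ml wells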
Pemphigus Ab inh: inhibitors of pemphigus antibody binding to human desmoglein-3; binding (percent of control), % at 10 µM; DSG3-coupled beads, scFv-anti-DSG3-GFP binding, flow cytometry; hits give low values; hit rate 0.48% among 310,000; P32926;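 active = binding more than 3 SD below its plate's average and above zero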;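 also: hits lower antibody fragment binding to DSG3; some compounds called inactive have numbers as strong as hits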
MOR-DOR ag: agonists of human mu-delta opioid receptor heterodimerization; hit rate 0.3% among 340,000; cells, OPRM1-OPRD1 heterodimerization, luminescence; P35372+P41143; activation, % at 9.3 µM; in the data active = activation above about 18%;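 also: 0% = vehicle-treated cells and 100% = reference agonist; values of inactives mirror those of a sister screen read the other way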
* hit, by the source's call; / = not tested or not shown.

SMILES	AddAB inh	PKA-R1A act	phage Ecoli inh	MOR-DOR inv ag	PfHsp90 set2	Arr AP2 block	Tat transport	SUMO Mot1 rescue	E coli growth	Pemphigus Ab inh	MOR-DOR ag
CCC(C)NC(=O)c1cn(CC)c2cc(N3CCN(C(=O)c4ccco4)CC3)c(F)cc2c1=O (stereo unspecified)	18*	-9	-0.4	20	-20	-2	-4	-6	12*	/	-3.7
COc1ccc(CN2CCOCC2)c(C)c1C	2.0	3	2.8	8	9	-6	-11	9	-2.4	101	-1.6
O=C(COC(=O)CCCN1C(=O)c2cccc3cccc(c23)C1=O)Nc1cccc(Br)c1	1.9	-9	-0.6	11	-33	-10	-3	0	0.6	90	-1.8
CCOC(=O)C(C)On1c(-c2ccccc2)nc2ccc([N+](=O)[O-])cc21 (stereo unspecified)	-0.3	-4	3.4	-5	19	-3	8	10	-2.1	99	0.9
COc1ccc(N2CCN(C(CNC(=O)C(C)(C)C)c3ccco3)CC2)cc1 (stereo unspecified)	4.2	-4	2.6	6	3	-14	-6	4	-1.7	95	-1.2
CC1=NN(C(=O)Cn2ccc([N+](=O)[O-])n2)C(O)(C(F)(F)F)C1 (stereo unspecified)	2.3	-4	4.7	-12	-45	9	-1	56	-0.6	/	2.5
O=C(OCCN1C(=O)c2ccccc2C1=O)c1ccco1	1.1	-2	0.3	-12	-23	32	0	-8	-1.3	/	1.9
O=C(CN1C(=O)NC2(CCCC2)C1=O)N1CCN(c2ccccc2Cl)CC1	1.2	4	1.0	9	/	-8	-3	155	0.2	95	-1.7
CC(C)Cc1nnc(NC(=O)CCC(=O)NC2CCCc3ccccc32)s1 (stereo unspecified)	2.0	-13	1.9	-4	-15	-5	-7	-1	0.2	109	0.8
Nc1ncc(S(=O)(=O)c2ccc(Cl)cc2)c(N)n1	0.9	-7	0.2	7	4	-6	-5	21	-0.4	100	-1.6
COC(=O)c1scc(S(=O)(=O)C(C)C)c1N/N=C(\C#N)C(=O)c1ccc(Cl)cc1	-0.5	-2	0.7	16	-7	-10	23	-2	1.6	109	-3.0
O=C(NCCS(=O)(=O)c1ccc(Br)cc1)c1ccccc1Cl	-0.3	-10	-0.3	12	23	11	1	2	1.0	107	-2.2
CCOC(=O)C1CCCN(C(=O)C2CCC(CNS(=O)(=O)c3ccc(NC(C)=O)cc3)CC2)C1 (stereo unspecified)	-0.9	5	2.2	14	-32	-3	-2	282*	-0.2	98	-2.5
CN(C)S(=O)(=O)c1cccc(CSc2cccc[n+]2[O-])c1	3.9	-5	2.4	3	5	32	-10	-6	4.5	103	-0.7
CCOc1ccc(COC(=O)C2CC(=O)N(CCc3ccccc3)C2)cc1OC (stereo unspecified)	1.1	-7	1.9	18	7	-9	-6	-7	-0.2	/	-4.4

Overlap with the part before: 2 compounds; new compounds follow.
SMILES	AddAB inh	PKA-R1A act	phage Ecoli inh	MOR-DOR inv ag	PfHsp90 set2	Arr AP2 block	Tat transport	SUMO Mot1 rescue	E coli growth	Pemphigus Ab inh	MOR-DOR ag
CN(C)S(=O)(=O)c1cccc(CSc2cccc[n+]2[O-])c1	3.9	-5	2.4	3	5	32	-10	-6	4.5	103	-0.7
CCOc1ccc(COC(=O)C2CC(=O)N(CCc3ccccc3)C2)cc1OC (stereo unspecified)	1.1	-7	1.9	18	7	-9	-6	-7	-0.2	/	-4.4
S=C(Nc1ccccc1Cl)N1CCC(c2ccccc2)C1 (stereo unspecified)	2.5	3	0.3	0	13	20	-8	20	1.5	94	0.0
N#CC1C(C#N)N2CCCN2C1c1ccc(Br)cc1 (stereo unspecified)	-0.7	-6	0.2	19	-2	4	-7	-12	0.5	114	-3.6
CC1(C)Cc2ccccc2-c2n[nH]c(=S)n21	-2.0	-2	0.0	12	-9	20	-3	9	1.2	101	-2.2
O=S(=O)(c1ccccc1)C1(S(=O)(=O)c2ccccc2)CCCC1	-1.1	7	0.9	0	13	1	-6	3	-3.8	104	0.0
O=C(CCC(=O)Nc1ccc(F)cc1)N/N=C/c1ccc(O)cc1O	-0.2	-6	3.2	6	-9	13	-3	-12	-2.3	85	-1.0
CCOC(=O)c1c(C)[nH]c(C(=O)OCC(=O)Nc2ccc(Cl)cn2)c1C	2.0	-8	0.8	14	/	6	-3	-8	-1.1	99	-3.6
CCCCn1c(SCC(=O)Nc2nnc(CC)s2)nc2ccccc2c1=O	1.1	-4	2.0	4	/	23	-1	6	1.6	102	-0.9
O=C(c1noc2c1CCCC2)N1CCC(CO)(Cc2ccccc2Cl)CC1	1.9	-11	4.4	22	8	-11	4	246	-0.6	102	-4.2
O=C(O)COc1cccc(/C=C2/SC(=S)N(Cc3ccccc3)C2=O)c1	-1.0	-12	-1.7	17	-8	1	-6	1	-1.0	96	-3.5
NC(=O)c1ccc(NC(=O)COC(=O)/C=C/c2ccc3c(c2)OCO3)cc1	-1.5	4	1.5	22	7	7	-7	-8	-0.4	84	-4.3
CCOc1ccccc1NC(=O)CN(C)S(=O)(=O)c1ccc2[nH]c(=O)oc2c1	1.6	-5	0.2	15	6	-5	2	-6	0.7	101	-3.1
Cc1cc(C)cc(C(=O)OCC(=O)N2CCCC2)c1	1.2	11	1.8	-9	8	-5	-2	-7	2.0	115	1.1
COc1ccc(/C=c2\sc3nc(-c4ccccc4OC)nn3c2=O)c(OC)c1	-0.2	-17	-0.2	1	-36	27	-14	57	-0.6	101	-0.3
N#C/C(=C/c1ccc(N2CCCCC2)o1)c1cccc(F)c1	4.0	-8	1.6	-10	-33	8	-5	9	-1.1	161	1.9
O=[N+]([O-])c1cc2c(cc1CN1CCN(c3ccccc3)CC1)OCO2	3.7	-8	1.5	-5	8	16	-18	-14	1.2	112	0.9
Cc1ccc(Cl)cc1NC(=O)CSc1nnc(C)n1-c1ccccc1	2.6	-6	2.6	16	1	3	8	-12	1.1	99	-2.8
COc1ccc(/C=C2\SC(=O)N(CCNC(=O)C3CSC4(C)CCC(=O)N34)C2=O)cc1 (stereo unspecified)	-3.4	5	0.8	7	/	1	-7	-16	-3.9	/	-1.3
CCOC(=O)c1c(-c2ccccc2)csc1NC(=O)CSc1nnnn1C	-4.8	-1	1.3	-4	11	-1	-3	9	-1.7	102	0.8
CS(=O)Cc1cc(Sc2ccccc2)nc(-c2ccncc2)n1 (stereo unspecified)	5.0	2	1.9	1	20	13	0	-5	0.2	103	-0.2
CCOC(=O)C(=O)Nc1nnc(CCc2ccccc2)s1	-0.1	5	1.4	15	41	-3	1	-2	-1.9	68	-2.6
O=C(CSc1nnc(-c2ccco2)o1)Nc1cccc([N+](=O)[O-])c1	0.0	2	-0.4	-1	-9	36	0	19	2.5	101	0.2
CCC(=O)Nc1nc2ccccc2n1Cc1ccccc1	-4.8	3	0.9	-10	4	-13	18	-13	-0.2	102	1.9
CN1CCN(c2ccc(Cl)cc2NC(=O)CN2C(=O)NC(C)(c3ccccc3)C2=O)CC1 (stereo unspecified)	0.9	5	0.4	-4	32	30	-4	-1	-1.7	116	0.8
COc1ccc(Cl)cc1NS(=O)(=O)c1cccc(C(=O)NCC(c2ccco2)N(C)C)c1 (stereo unspecified)	0.1	3	-0.4	11	13	-9	-5	14	0.6	116	-3.2
CC(C)(C)OC(=O)NNC(=O)C12CC3CC(CC(C3)C1)C2	-2.0	-6	-0.3	4	-1	-17	-2	-3	-2.2	/	-1.0
CCCCNC(=O)c1cc2n(n1)C(C(F)(F)F)CC(c1ccccc1)N2 (stereo unspecified)	-0.3	-12	-0.1	4	-11	-3	-1	0	2.5	100	-0.8
COC(=O)c1ccccc1NC(=O)Nc1ccc(Br)cn1	3.0	-13	4.5	14	9	38	-4	-5	1.1	104	-2.8
Cc1cc(N2C(=O)C(O)=C(C(=O)c3cc4ccccc4o3)C2c2ccc(Br)cc2)no1 (stereo unspecified)	-0.2	-8	-0.3	17	5	-4	-6	11	-1.7	/	-3.1
CCOC(=O)C1=C(c2ccccc2)NC(=S)NC1C (stereo unspecified)	5.7	5	1.4	9	-7	-9	9	-17	-2.4	105	-1.5
CCOC(=O)/C(N=Nc1c(Br)cc(Br)cc1Br)=C(\C)O	-0.2	0	2.4	2	/	21	-2	-6	1.6	/	-0.4
O=C(CCS(=O)(=O)Cc1ccccc1)N1CCN(c2ccc([N+](=O)[O-])cc2)CC1	0.2	-6	3.0	-5	-15	-2	-7	5	2.1	98	0.9
CC1CCC2(CC1)NC(=O)N(CC(=O)N1CCN(S(=O)(=O)c3ccccc3)CC1)C2=O (stereo unspecified)	-0.9	0	0.4	-4	29	-13	-14	3	3.0	100	0.7
O=C(O)C1C2CCC(C2)C1C(=O)NCc1ccccn1 (stereo unspecified)	0.0	0	3.3	-3	-22	-6	10	-11	-0.4	101	0.5
COc1cccc(CC(=O)OCC(=O)N2CCN(c3ccc(F)cc3)CC2)c1	-0.6	-13	3.6	-3	-13	29	2	-23	-0.5	111	0.5
O=C(Nc1ccc(Br)cc1)N1CCc2ccccc2C1	1.8	-2	7.3	-9	37	1	7	2	2.2	/	1.8
O=c1[nH]cnc2scc(-c3ccsc3)c12	0.5	-12	4.5	5	-18	9	4	-18	0.6	109	-0.9
Cc1occc1-c1nnc(SCC(=O)N(C)c2ccccc2)n1C	0.5	6	1.0	11	1	3	-2	201	2.8	101	-1.7
COc1ccccc1CNC(=O)c1nn(C)c2c1CS(=O)(=O)c1ccccc1-2	2.5	1	-0.6	3	-15	-3	-2	-4	-0.5	/	-0.6
CC(C)CCOCc1nc2sc3c(c2c(=O)[nH]1)CCC(C)C3 (stereo unspecified)	1.0	5	-0.6	-2	-3	14	6	593*	1.4	120	0.5
CC1CCCC1/C(=N/O)c1ccccc1 (stereo unspecified)	1.6	14	-0.1	5	-8	9	15	-12	1.0	94	-0.9
O=C(/C=C/c1ccccc1)N1CCC(c2ccccc2)C1 (stereo unspecified)	1.5	-5	3.6	1	-11	-3	-5	-13	0.2	94	-0.1
Cc1c(Cl)cccc1NC(=S)N(Cc1cccs1)C1CCCC1	2.8	3	1.3	-2	-30	-14	7	14	-1.8	109	0.3
CN(C)CCCN(C(=O)c1ccc(S(=O)(=O)N(C)C)cc1)c1nc2cc3c(cc2s1)OCO3	-3.0	2	2.4	17	4	6	2	9	-3.4	101	-3.4
CCCS(=O)(=O)N1CCCC(C(=O)NCCCN2CCCC2=O)C1 (stereo unspecified)	15*	-8	-0.1	2	-1	18	4	-17	11*	102	-0.3
Cc1ccc(OCCSc2nc3ccccc3n2CCC(=O)O)cc1	-0.2	-9	4.8	2	5	11	0	-2	1.0	99	-0.4
Cc1ccc(NC2=NCC(=O)N2C2CCCC2)cc1	1.4	-6	1.7	11	10	20	-4	8	0.6	86	-1.7

The order is random; any-hit rate near 2.8%.
